Assay outcomes deposited in PubChem BioAssay by The Scripps Research Institute Molecular Screening Center.
TEAD-YAP block = TEAD-YAP interaction inhibition. HEK-TIYL cells, TEAD-Gal4/YAP UAS-luciferase luminescence. inhibition, % at 9.12 µM. 640,000 tested, 1.4% active; in the data active means inhibition above about 32%;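 further: 0% = median of test compound wells and 100% = reference inhibitor wells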
MITF primary = inhibitors of human MITF; O75030; AlphaScreen MITF homodimerization, bead proximity signal; inhibition, % at 2.6 µM; 650,000 tested, 0.91% active; in the data active means inhibition above about 50%;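 further: 0% = vehicle wells with protein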
Target sequence (O75030 whole entry, looked up): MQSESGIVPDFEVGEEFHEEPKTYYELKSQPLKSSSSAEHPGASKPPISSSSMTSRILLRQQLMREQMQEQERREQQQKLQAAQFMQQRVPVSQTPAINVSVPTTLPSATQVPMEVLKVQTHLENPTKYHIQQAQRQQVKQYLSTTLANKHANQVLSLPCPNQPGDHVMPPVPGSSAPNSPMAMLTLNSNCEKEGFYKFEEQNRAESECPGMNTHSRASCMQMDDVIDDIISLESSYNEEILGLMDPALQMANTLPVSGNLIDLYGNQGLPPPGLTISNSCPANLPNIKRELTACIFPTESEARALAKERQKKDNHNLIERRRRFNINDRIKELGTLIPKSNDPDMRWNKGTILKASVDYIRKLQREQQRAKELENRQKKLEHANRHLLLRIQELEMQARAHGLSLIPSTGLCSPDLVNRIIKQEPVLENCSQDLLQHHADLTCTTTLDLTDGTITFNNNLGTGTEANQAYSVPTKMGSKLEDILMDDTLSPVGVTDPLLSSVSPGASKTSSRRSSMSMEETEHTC
GPR151 ag = human GPR151 activation; Q8TDV0; PathHunter beta-arrestin GPR151 cells, luminescence; activation, % at 11.2 µM; 650,000 tested, 1% active; AID 1508602; in the data active means activation above about 4.9%;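 further: 0% = median of compound wells and 100% = cells with positive control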
Target sequence (Q8TDV0 whole entry, looked up): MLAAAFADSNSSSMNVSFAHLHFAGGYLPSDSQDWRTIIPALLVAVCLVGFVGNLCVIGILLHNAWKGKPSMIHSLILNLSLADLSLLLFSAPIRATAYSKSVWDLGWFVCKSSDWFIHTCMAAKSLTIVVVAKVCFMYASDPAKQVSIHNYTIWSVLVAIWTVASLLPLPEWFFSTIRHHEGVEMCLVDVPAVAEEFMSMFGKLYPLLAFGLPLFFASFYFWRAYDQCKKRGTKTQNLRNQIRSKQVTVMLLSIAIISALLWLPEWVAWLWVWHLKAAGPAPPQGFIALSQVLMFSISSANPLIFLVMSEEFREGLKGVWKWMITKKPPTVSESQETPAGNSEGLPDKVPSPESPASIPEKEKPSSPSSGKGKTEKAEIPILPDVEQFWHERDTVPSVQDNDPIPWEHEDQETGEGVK
FBW7 activator = activators of human E3 ligase FBW7. Q969H0. normalized activity (activation), % at 26.1 µM. AlphaScreen FBW7–phospho-cyclin E peptide binding, activator screen. 650,000 tested, 0.13% active; in the data active means normalized activity above about 1.9%;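 further: purified mutant Fbw7 with reduced substrate affinity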
Active calls of the source: *; · = no result given. Not a hit list; about 3.5% have a hit in one of these screens.

The line under a structure holds: TEAD-YAP block	MITF primary	GPR151 ag	FBW7 activator
(1) CC(C)c1ccc(/C=C2\N=C(c3ccccc3Br)OC2=O)cc1
    0.8	8.3	-1.1	0.8
(2) CN1C(=O)[C@H]2CN(C(=O)NC3CCCCC3)CCN2C(=O)[C@@H]1CO
    -0.1	76.4*	0.4	-0.2
(3) CCOc1ccccc1OCCn1nnc2ccccc21
    -21.0	12.7	1.9	-0.2
(4) COc1cc([N+](=O)[O-])ccc1Nc1ncnc(N)c1[N+](=O)[O-]
    -4.5	7.2	-1.1	-0.1
(5) CCOC(=O)COC1c2ccccc2C(=O)N1COc1cccc(F)c1 (configuration not stated)
    -6.0	-0.2	1.6	0.2
(6) Nc1cccc(-c2cccc(C(=O)NCCCN3CCCC3=O)c2)c1
    41.4*	0.1	0.2	-0.1
(7) O=C(Cn1ccc2ccccc21)N1CCC(Oc2nc3ccccc3s2)CC1
    0.9	0.5	-0.6	-0.2
(8) O=C(CSc1nnc2c(n1)[nH]c1ccccc12)Nc1nnc(-c2ccccc2)s1
    -3.9	-1.0	-1.0	-0.1
(9) COc1cccc([C@@H]2Oc3ccc(Br)cc3C[C@H]2OC(=O)Nc2ccc(C)c(Br)c2)c1
    ·	-3.0	-0.4	-0.2
(10) O=C(CS(=O)(=O)c1cccc2nsnc12)Nc1ccc(F)cc1Cl
    5.4	16.0	-0.5	-0.1

Full records, looked up by structure:
Shown for CCOC(=O)COC1c2ccccc2C(=O)N1COc1cccc(F)c1 (configuration not stated) = TEAD-YAP block: -6.0; MITF primary: -0.2; GPR151 ag: 1.6; FBW7 activator: 0.2
Shown for Nc1cccc(-c2cccc(C(=O)NCCCN3CCCC3=O)c2)c1 = TEAD-YAP block: 41.4*; MITF primary: 0.1; GPR151 ag: 0.2; FBW7 activator: -0.1
Shown for CN1C(=O)[C@H]2CN(C(=O)NC3CCCCC3)CCN2C(=O)[C@@H]1CO = TEAD-YAP block: -0.1; MITF primary: 76.4*; GPR151 ag: 0.4; FBW7 activator: -0.2

Carrying on:
The line under a structure holds: TEAD-YAP block	MITF primary	GPR151 ag	FBW7 activator
(11) Cc1ccc(C2/C(=C(/O)c3ccc(S(=O)(=O)N(C)C)cc3)C(=O)C(=O)N2CCCN2CCOCC2)o1 (configuration not stated)
    1.8	2.9	-1.1	0.2
(12) O=C(CN(c1ccccc1F)S(=O)(=O)c1ccccc1)Nc1ccc(F)cc1F
    2.7	-7.9	0.2	-0.1
(13) Cc1cc(Nc2nn(C)c(N)c2C#N)ccc1F
    -17.1	-6.7	-1.3	-0.1
(14) CCN(CC)Cc1c(O)ccc(C(=O)Cc2ccccc2OC)c1O
    -1.4	6.2	0.0	0.1
(15) O=C(CN(C(=O)c1csnn1)c1ccc(F)c(Cl)c1)NCc1ccccc1
    9.0	1.6	-0.8	0.0
(16) CN1CCCN(C(=O)C2CC23CCN(Cc2ccccc2Cl)CC3)CC1 (configuration not stated)
    -0.8	-17.8	-0.9	-0.2
(17) CCOC(=O)c1ccc(NC(=O)C(CC)Oc2ccccc2)cc1 (configuration not stated)
    -4.3	2.9	1.3	-0.1
(18) O=C(Oc1ccccc1)c1ccc(Cl)c(S(=O)(=O)N2CCCC2)c1
    -1.1	4.0	-1.1	0.0
(19) Cc1c(C(=O)N2CCCCCC2)nnn1-c1nonc1N
    -12.3	24.7	-0.8	0.9
(20) O=c1c2ccccc2nc(SCc2c(F)cccc2F)n1Cc1ccc2c(c1)OCO2
    -10.7	-8.7	-1.5	-0.1
(21) CCCNC(=O)c1sc2ccccc2c1Cl
    -13.0	-8.3	1.8	0.1
(22) COc1cc(C(=O)Oc2cccc([N+](=O)[O-])c2)cc(OC)c1OC
    7.7	-4.2	0.6	-0.1
(23) O=C(CSc1nc2ccc(NC(=O)c3ccc(Cl)cc3Cl)cc2s1)NCCc1ccccc1
    -12.7	-0.3	0.8	-0.2
(24) COc1ccccc1CN1C(=O)C(C)Oc2ncccc21 (configuration not stated)
    -7.8	-4.9	-0.1	-0.1
(25) CC(=O)N1CC(C)Sc2cc(S(=O)(=O)NCCc3ccccc3)ccc21 (configuration not stated)
    -9.6	-1.5	0.3	0.0
(26) CC(=O)Nc1ccc(C(=O)N2CCN(Cc3ccccc3)CC2)cc1
    -6.7	13.4	-0.9	0.0
(27) CCOC(=O)c1c(N2C(N)=C(C#N)C(c3ccsc3)C3=C2CC(C)(C)CC3=O)sc2c1CCCC2 (configuration not stated)
    -5.8	-4.5	-1.8	0.1
(28) CCCN(C(=O)c1cccc(OC)c1OC)c1nnc(-c2cccnc2)s1
    -64.3	0.3	1.3	0.0
(29) O=C(CNc1cccc(C(F)(F)F)c1)N/N=C/c1cccc(Cl)c1
    2.3	3.3	0.8	0.2
(30) CCC(=O)c1ccc(OCC(O)CN2CCN(c3ccc(F)cc3)CC2)cc1 (configuration not stated)
    0.8	13.0	-0.7	0.2
(31) C=CCNc1cc(Oc2ccccc2)ncn1
    -20.3	9.2	0.3	-0.1
(32) COc1ccc(C(=O)N(Cc2ccccc2)c2ccccn2)cc1
    -4.5	14.6	1.1	-0.1
(33) CCCc1ccc(C(C)NC(=O)c2cc(C)on2)cc1 (configuration not stated)
    -2.5	3.9	-0.2	-0.1
(34) CC1CCCCC1NS(=O)(=O)c1cccc(N)c1 (configuration not stated)
    3.8	6.3	-0.5	0.1
(35) O=C(NCc1ccc(Cl)cc1)C(=O)NC1CC1
    6.0	5.5	0.8	0.1
(36) C/C(N)=C(/C#N)C(=O)COC(=O)c1ccc(S(=O)(=O)N2CCCc3ccccc32)cc1
    -3.3	-14.3	1.6	-0.1
(37) Cc1ccc(C2CC(C(F)(F)F)n3nc(C(=O)N(C)C4CCCCC4)cc3N2)cc1 (configuration not stated)
    20.9	-0.9	1.4	0.0
(38) N#CCCN(Cc1cccnc1)C(=S)NC1CCCCC1
    9.5	3.9	-1.1	-0.1
(39) COC(=O)C1=C(C)NC2=C(C(=O)CC(C)(C)C2)C1c1ccc(O)c([N+](=O)[O-])c1 (configuration not stated)
    14.1	6.7	1.1	0.0
(40) Cc1ccc(NC(=O)CSc2nnc3c4ccccc4n(C)c3n2)cc1
    2.8	3.3	-0.2	0.1
(41) Cc1ccc(N(C(C)C(=O)NC2CCCC2)S(C)(=O)=O)cc1 (configuration not stated)
    -7.7	23.2	-2.5	0.3
(42) COc1ccc(N2C(C(C)=O)=NN(c3ccccc3)C2c2cccc(OCc3ccc(Cl)cc3)c2)cc1 (configuration not stated)
    5.1	-11.9	0.5	0.4
(43) CC(=O)Nc1ccc(NC(=S)NC(NC(=O)c2ccco2)C(Cl)(Cl)Cl)cc1 (configuration not stated)
    7.6	-17.5	-0.8	-0.2
(44) Cc1coc(C)c1C1=NN(S(C)(=O)=O)C(c2cccs2)C1 (configuration not stated)
    -7.5	-0.7	-0.5	0.0
(45) CCOc1ccc(-n2c(=S)sc3c(=O)[nH]c(SCc4cccc([N+](=O)[O-])c4)nc32)cc1
    -0.2	17.6	-0.5	0.3
(46) CC1CCCCN1C(=O)Cn1c(=O)n(Cc2cccs2)c2ncccc21 (configuration not stated)
    -4.9	14.5	1.0	0.1
(47) CCN1/C(=C2\C(=O)N(C)C(=S)N2C)C=Cc2cc(C)ccc21
    -1.2	21.7	-0.9	0.3
(48) COc1cc(-n2c(C)nc3cc(C(=O)NCCC4=CCCCC4)ccc32)cc(OC)c1OC
    -13.3	-2.0	0.0	-0.2
(49) O=C1Nc2ccc([N+](=O)[O-])cc2C1=Nc1ccccc1Cl
    5.7	6.0	-0.1	0.2
(50) CCN1CCN(C(=O)c2cn(CC)c3ccc(S(=O)(=O)N(C)C)cc3c2=O)CC1
    -11.4	6.2	0.9	0.3
(51) COc1ccc(Nc2nc(C)nc3sc4c(c23)CCCC4)c(OC)c1
    -4.1	1.5	0.0	0.0
(52) CCNc1cc2oc(=O)c(CN3CCCCC3)c(C)c2cc1C
    0.0	9.7	-0.6	0.3
(53) COc1cc(Nc2nc(Nc3ncccn3)nc3nc[nH]c23)cc(OC)c1OC
    3.3	17.9	-1.6	0.2
(54) COc1ccc(C2C(C(=O)NCCCN3CCCCCC3)c3ccccc3C(=O)N2C)cc1 (configuration not stated)
    -1.9	-6.9	-0.6	0.0
(55) O=C1OC(c2ccco2)=N/C1=C\C=C\c1ccccc1
    -3.5	9.2	-1.0	0.5
(56) COc1ccc(Cn2c(O)c(/C=N/c3ncn[nH]3)c3ccccc3c2=O)cc1
    -5.4	-0.6	-1.9	0.3
(57) CCOc1ccc(OCC)c(NC(=O)CN2CCN(CC)CC2)c1
    0.5	-3.7	0.8	-0.1
(58) O=C(/C=C/c1ccccc1Cl)Nc1ccc([N+](=O)[O-])cc1
    -1.0	-4.0	-1.3	-0.1
(59) COc1ccccc1NC(=O)c1ccc(SCC(=O)NCc2ccco2)c([N+](=O)[O-])c1
    3.8	-11.8	-0.2	-0.1
(60) CCCNC(=O)CCC(=O)n1ncc2ccc(Cl)cc21
    -3.5	14.0	2.5	0.2

(list continues)
The line under a structure holds: TEAD-YAP block	MITF primary	GPR151 ag	FBW7 activator
(61) Cc1ccc(CCC(=O)Nc2ccc3c(c2)CN(Cc2ccon2)CC3)cc1
    2.5	5.4	1.1	-0.2
(62) Nc1cccc(-c2cc(N)nc(N)n2)c1
    -18.5	-0.6	0.9	0.6
(63) Cc1ccc(C(=O)N2CCC(N3CCC(C(=O)NCc4ccccn4)CC3)CC2)s1
    -4.4	-1.8	-0.3	0.0
(64) O=C(Nc1ccc2c(c1)C(=O)NC2=O)c1cc2ccccc2o1
    -2.2	0.8	-1.2	-0.1
(65) COc1ccc(OC)c(C2C3=C(CCCC3=O)Nc3nc4ccccc4n32)c1 (configuration not stated)
    -8.4	-29.1	3.3	0.0
(66) COc1ccc(-c2noc(CC(=O)N(C)c3ccc(F)cc3)n2)cc1
    -6.3	-7.8	0.9	-0.1
(67) COc1cccc(CCNC(=O)C2CC(Cc3ccc(F)cc3)=NO2)c1 (configuration not stated)
    -23.2	0.9	1.7	0.2
(68) CCc1cc2cc3c(cc2n2c(=O)n(CC(=O)OC(C)C)nc12)OCO3
    -10.2	-3.5	3.3	0.2
(69) COc1cccc(Nc2c([N+](=O)[O-])c(=O)oc3ccccc23)c1
    -0.5	19.8	1.6	0.5
(70) COc1ccc(Cl)cc1S(=O)(=O)N1CCN(c2cccc(Cl)c2)CC1
    -4.0	13.2	1.5	0.9
(71) COc1ccccc1C1CN(CCNC(=O)Cn2cnnn2)Cc2ccccc2O1 (configuration not stated)
    7.1	10.0	-0.3	0.0
(72) CC(C(=O)NCc1cccnc1)n1ncn2cccc2c1=O (configuration not stated)
    -9.7	4.8	-0.3	0.1
(73) O=C(NC(C(=O)Nc1cccc(Cl)c1)c1ccccc1Cl)c1ccccn1 (configuration not stated)
    2.1	21.1	-0.6	0.8
(74) O=C(CCc1cccc(Oc2ccc(F)cc2)c1)NCc1nc(-c2ccccc2)no1
    -3.5	9.7	-0.3	0.2
(75) Cc1ccc(OCCn2c(SCc3cccc4ccccc34)nc3ccccc32)cc1
    -7.5	16.8	-0.1	1.1
(76) CC1=C(C(=O)Nc2ccccc2)C(c2ccc([N+](=O)[O-])cc2)n2ncnc2N1 (configuration not stated)
    -0.7	11.6	-0.7	0.7
(77) Cc1nc(N)sc1C(=O)N/N=C/c1cccc(Cl)c1
    -82.9	15.0	-0.8	-0.2
(78) COc1ccc(/C=N/NC(=O)c2cn(C)c3ccccc23)cc1
    23.4	-5.4	-0.1	-0.1
(79) O=C(C[n+]1cccc(Br)c1)c1ccccc1
    0.6	4.3	0.8	0.0
(80) COC(=O)c1ccc(N2CCCCCC2)c(NS(=O)(=O)c2ccc(OC)cc2)c1
    56.7*	-4.0	0.7	-0.5

Reprinted from the part before: 2 entries, followed by the next part.
The line under a structure holds: TEAD-YAP block	MITF primary	GPR151 ag	FBW7 activator
(79) O=C(C[n+]1cccc(Br)c1)c1ccccc1
    0.6	4.3	0.8	0.0
(80) COC(=O)c1ccc(N2CCCCCC2)c(NS(=O)(=O)c2ccc(OC)cc2)c1
    56.7*	-4.0	0.7	-0.5
(81) Cc1nc2c(-c3cccs3)c(C)nn2c(N2CCN(C)CC2)c1C
    1.8	14.4	1.8	0.1
(82) O=c1c2ccccc2n(Cc2nc(-c3cccs3)no2)c(=O)n1Cc1ccco1
    1.5	9.3	3.5	0.1
(83) C[C@H]1NC(=O)[C@H]2CN(C(=O)c3cc(Cl)cc(Cl)c3)CCN2C1=O
    10.6	-1.0	-0.3	0.1
(84) Cc1ccc(O)c(C2=Nc3ccccc3N=C(c3ccccc3)C2)c1
    -52.5	12.9	0.7	0.1
(85) O=C(Nc1ccc(CN2CCOCC2)cc1)c1cc2ccccn2n1
    15.5	2.9	-2.4	0.4
(86) CCOc1ccc(Cl)cc1S(=O)(=O)n1nnc2ccccc21
    0.8	4.7	0.7	0.2
(87) Cc1ccc(OCC(=O)Nc2cccc(C(=O)O)c2)c(Br)c1
    98.0*	13.8	-9.7	0.2
(88) CCOC(=O)CSc1nc2cc(C(=O)NCc3cccc(Cl)c3)ccc2c(=O)n1C1CCCCC1
    5.8	-9.1	0.8	0.1
(89) CSc1ccc(C2SCC(=O)N2C2CCCCC2)cc1 (configuration not stated)
    -0.6	19.2	3.7	-0.1
(90) COCCNc1nnc(SCc2nnc(-c3ccc(F)cc3)o2)s1
    -5.5	-3.1	0.2	0.0
(91) COCCNC(=O)C1=CC(c2cccs2)=NS(=O)(=O)N1C
    -6.4	-10.4	1.0	-0.1
(92) CCOC(=O)CNC(=O)N1CCC2(CC1)OCc1cc(-c3ccc(Cl)cc3)ccc1O2
    -1.5	8.5	-0.1	0.2
(93) O=C1CC(c2cccc([N+](=O)[O-])c2)c2cc3c(cc2N1)CCC3 (configuration not stated)
    20.5	-8.2	0.3	-0.1
(94) O=C(CN1CCCCC1)NCC1(c2ccccc2)CCCC1
    -10.0	-8.3	-0.3	0.0
